High-throughput results (PubChem BioAssay)
PfM18AAP inh = PfM18AAP inhibitors, malaria aminopeptidase, primary screen, biochemical, QFRET, recombinant enzyme; AID 1822, 2009; M18 aspartyl aminopeptidase (Plasmodium falciparum 3D7); H-Glu-NHMec fluorogenic cleavage; 290,000 tested, 1.2% active; inhibition, % at 7.35 µM;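 active = inhibition above the campaign mean inhibition over all tested compounds plus 3 SD, cut at about 28% in these data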;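 note: 0% = plate median of test compound wells and 100% = 2 mM ZnCl2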
MEKK2 mut-MEK5 = MEK5 binding signal on mutant MEKK2 PB1, primary screen, biochemical, multiplex bead flow cytometry, Alexa488-MEK5; Alexa488-MEK5 binding to MEKK2 mutant; percent response, % at 10 µM; 290,000 tested, 0.35% active; in the data active = percent response above about 24%, passing the limit was not always enough; note: inactives centre near 1; some results filed as inactive read as strong as hits; reference of the scale not given here
PHOSPHO1 inh = PubChem AID 1565. recombinant PHOSPHO1, absorbance phosphatase assay. inhibition, % at 13.3 µM. 290,000 tested, 1.1% active; in the data active = inhibition above about 60%
MEKK3 PB1 HTS = modulators of MEKK3-MEK5 PB1 binding, primary screen, biochemical, wildtype MEKK3, multiplex bead flow cytometry, Alexa488-MEK5 | Mitogen-activated protein kinase kinase kinase 3 (Homo sapiens), Q99759 | bead-based flow cytometry, Alexa488-MEK5 binding to MEKK3; actives lie on both sides; 0 = blocked by unlabeled MEK5, 100 = vehicle | binding response (% of control), % at 10 µM | 290,000 tested, 1.4% active | AID 1529, 2009;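 active = binding response more than 3 SD above or below the average of its plate-row segment, actives on both sides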;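 note: Alexa488 bead fluorescence after subtracting the streptavidin-only scavenger bead signal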
Target sequence (Q99759 whole entry, looked up): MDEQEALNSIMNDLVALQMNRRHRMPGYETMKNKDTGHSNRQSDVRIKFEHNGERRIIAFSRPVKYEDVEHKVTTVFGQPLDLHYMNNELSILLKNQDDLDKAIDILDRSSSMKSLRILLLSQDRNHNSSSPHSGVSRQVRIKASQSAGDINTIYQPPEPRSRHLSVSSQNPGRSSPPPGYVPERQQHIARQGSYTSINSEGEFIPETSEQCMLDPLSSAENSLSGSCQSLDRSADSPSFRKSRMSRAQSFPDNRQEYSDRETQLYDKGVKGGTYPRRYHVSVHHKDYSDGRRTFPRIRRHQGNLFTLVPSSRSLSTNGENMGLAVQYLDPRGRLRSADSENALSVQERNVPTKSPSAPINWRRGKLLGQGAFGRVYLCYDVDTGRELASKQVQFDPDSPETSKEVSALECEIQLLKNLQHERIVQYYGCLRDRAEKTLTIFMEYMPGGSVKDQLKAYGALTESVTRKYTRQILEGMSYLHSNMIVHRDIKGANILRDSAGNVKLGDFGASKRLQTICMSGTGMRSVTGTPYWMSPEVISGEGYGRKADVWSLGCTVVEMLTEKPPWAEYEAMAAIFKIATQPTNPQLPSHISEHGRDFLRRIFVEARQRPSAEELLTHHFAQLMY
FID counter = compounds displacing fluorescent DNA intercalator, primary screen, artefact control for HCV NS3 helicase inhibitor project, biochemical, FID fluorescence; inhibition, % at 7.9 µM; 290,000 tested, 0.17% active; AID 1845, 2009; DNA fluorescent intercalator displacement; in the data active = inhibition above about 37%;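 note: 0% = vehicle and 100% = reference compound; higher means more ethidium bromide displaced from hairpin DNA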
OXTR agonist = human OXTR agonists, primary screen, fluorescence, CHO-OTR cells, Fluo-8 calcium; Fluo-8 calcium fluorescence; normalized: DMSO 0%, oxytocin 100%; Oxytocin receptor (Homo sapiens), P30559; AID 2435, 2010; activation, % at 3 µM; 320,000 tested, 0.32% active;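 active = activation above the mean of all tested compounds plus 3 SD, cutoff set per screening run, cut at about 20% in these data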;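 note: peak over basal fluorescence ratio from a 100 s FLIPR kinetic read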
Target sequence (P30559 whole entry, looked up): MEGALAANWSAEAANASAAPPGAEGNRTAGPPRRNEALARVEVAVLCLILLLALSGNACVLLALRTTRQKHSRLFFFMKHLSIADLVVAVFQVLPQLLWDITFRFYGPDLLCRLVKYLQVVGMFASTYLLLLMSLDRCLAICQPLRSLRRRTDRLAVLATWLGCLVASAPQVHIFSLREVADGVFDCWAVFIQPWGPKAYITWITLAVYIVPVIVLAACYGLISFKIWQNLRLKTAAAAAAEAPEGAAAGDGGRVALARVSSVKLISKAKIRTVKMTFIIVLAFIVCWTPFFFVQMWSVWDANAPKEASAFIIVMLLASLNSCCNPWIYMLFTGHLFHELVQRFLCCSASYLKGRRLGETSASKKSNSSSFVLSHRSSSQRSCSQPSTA
GPR7 antag = GPR7 receptor antagonists, primary screen, cell-based, fluorescence, single concentration | Neuropeptides B/W receptor type 1 (Homo sapiens), P48145 | GPR7-expressing cells, fluorescence antagonist assay | inhibition, % at 4.4 µM | 290,000 tested, 1.1% active; in the data active = inhibition above about 16%, passing the limit was not always enough;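 note: cells stimulated with the agonist NPW; 0% = agonist with vehicle and 100% = vehicle without agonist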
NALP1 yeast inh = NALP1 inflammasome inhibitors in reconstituted yeast, colorimetric, S. cerevisiae, triplicate retest | inhibition, % at 10 µM | S. cerevisiae NALP1/ASC/caspase-1 growth, X-gal OD620, 72 h | 280,000 tested, 0.61% active | AID 2071, 2009; in the data active = inhibition mostly above about 24%, no sharp cut-off; inactive = mostly below about 32%; note: some compounds called inactive have numbers as strong as hits
MEKK2 WT-MEK5 = modulators of MEK5 binding to wildtype MEKK2, primary screen, biochemical, multiplex bead flow cytometry, Alexa488-MEK5; binding response (% of control), % at 10 µM; AID 1531, 2009; Alexa488-MEK5 binding to MEKK2 WT; actives lie on both sides; Mitogen-activated protein kinase kinase kinase 2 (Homo sapiens), Q9Y2U5; 290,000 tested, 1.1% active; in the data active = binding response below about 67% or above about 130%
An asterisk follows results filed as active; x = no result given.

SMILES	PfM18AAP inh	MEKK2 mut-MEK5	PHOSPHO1 inh	MEKK3 PB1 HTS	FID counter	OXTR agonist	GPR7 antag	NALP1 yeast inh	MEKK2 WT-MEK5
Cc1ccc(S(=O)(=O)NC(CC(=O)O)c2ccccc2)c(C)c1 (stereo unspecified)	9	6	-14	102	-22	-1.0	-20	16	100
CC(C)CC(=O)Nc1ccc(C(=O)NNC(=S)NC(=O)C2CCCCC2)cc1	8	-7	93*	95	-1	-1.4	2	-9	94
Cc1cccc(OCC(=O)Nc2cccc(O)c2)c1	5	0	-3	105	1	3.1	-7	7	99
COCC(=O)c1[nH]c2ccccc2c1C	3	1	11	106	-2	0.3	-8	16	107
CCC(NC(=O)Nc1cc(C)on1)(C(F)(F)F)C(F)(F)F	5	-3	24	94	0	-2.7	-16	-8	92
COc1ccc(C(c2c(NC(C)=O)sc3c2CCCC3)N2CCN(CCO)CC2)cc1OC (stereo unspecified)	-17	4	-4	101	17	1.8	-2	20	104
S=c1nc[nH]c2c1sc1nc(N3CCOCC3)c3c(c12)CCCC3	-2	-3	-24	100	-9	-1.3	2	23	90
Cn1c(O)c(N=Nc2ccccc2[N+](=O)[O-])c2ccccc21	0	3	-97	104	-1	0.1	-4	2	105
CCc1n(CC(O)COCC2CC=CCC2)c2ccccc2[n+]1C (stereo unspecified)	2	-7	13	102	3	0.0	-2	-4	108
O=C(COC(=O)c1cccs1)c1ccc2ccccc2c1	-5	5	-6	112	-8	0.3	-9	-3	111
O=C1C=CC(O)(c2cc(=O)c3c(O)cc(O)cc3o2)C=C1	17	-2	23	106	-3	1.7	3	35	104
CC(=O)Nc1ccc(S(=O)(=O)N2CCN(Cc3cccc([N+](=O)[O-])c3)CC2)cc1	5	-1	6	99	6	4.6	4	-4	98
COc1ccc(NC(=O)c2ccc(NS(=O)(=O)c3cccc4cccnc34)cc2)cc1	-4	0	11	101	-19	1.1	1	14	104
CCOc1ccc(N(CC(=O)N2CCOCC2)S(=O)(=O)c2ccc(SC)cc2)cc1	-4	-1	26	104	-38	6.8	-6	13	99
Cc1ccc(/C=N/n2c(-c3ccc(Cl)cc3)n[nH]c2=S)o1	32*	0	12	106	-19	-3.1	-18	-26	99
N#Cc1ccc(COC(=O)c2cnc(Cl)c(Cl)c2)cc1	-11	-2	15	99	-11	-0.5	1	13	94
CCN(CC)S(=O)(=O)c1ccc(OC(C)C)c(NC(=O)c2c3c(nc4ccccc24)CCN(Cc2ccccc2)C3)c1	-15	-2	-28	100	21	1.0	-15	31	101
CC(C)(C)n1cnc2cc(NCc3ccc(Br)cc3)ccc21	17	20	32	112	-4	6.3	0	6	137*
Cc1cc(=O)[nH]c2c1c(C)nn2C1CCCC1	8	-1	-6	99	-9	-0.9	-5	-8	100
O=C(CCCCCN1C(=O)[C@@H]2Cc3ccccc3CN2C1=O)Nc1ccccc1Cl	1	4	27	102	-43	1.4	-12	-4	101
CC(=O)N1c2ccc(S(=O)(=O)NCC3CCC(C(=O)Nc4ncccc4C)CC3)cc2CC1C (stereo unspecified)	2	3	38	103	-47	0.6	-8	-5	105
S=C(NCCc1ccccc1)Nc1ccc(Br)cn1	10	-4	-42	99	-7	-2.6	-16	11	99
N#Cc1cc([N+](=O)[O-])ccc1NC(=O)COC(=O)CCC1CCCCC1	-12	-17	32	87	3	-0.4	2	5	83
CCCCOCCCn1cnc2c([nH]c3cc(OC)ccc32)c1=O	3	5	-4	103	-24	-2.0	7	2	103
CCN1C(=O)C2C(C1=O)N1C(c3ccccc3)C3C(=O)N(CC)C(=O)C3N1C2c1ccccc1 (stereo unspecified)	3	7	16	109	-18	-0.4	-8	2	113
Cc1cc(C)n(-c2nc3ccccc3nc2NCCc2ccccc2)n1	3	0	4	104	-4	-0.9	-12	7	104
COC(=O)CSc1nnc(NC(=O)C2CC(=O)N(c3ccc(F)cc3)C2)s1 (stereo unspecified)	0	0	-6	101	-18	0.1	-7	12	99
CN=C(Nc1ccccc1)SC1CC(=O)N(c2ccc(C(=O)OC)cc2)C1=O (stereo unspecified)	4	-7	31	87	-8	0.7	0	14	89
CC1=CC(C)(C)N(C(=O)C(C)N2C(=O)c3ccccc3C2=O)c2ccc(C)cc21 (stereo unspecified)	0	-1	30	103	-10	-1.8	2	-26	103
COc1cc(/C=C2/SC(=O)N(Cc3ccccc3)C2=O)ccc1OCc1ccncc1	1	6	8	104	-3	1.6	-8	23	105
O=c1c(-c2ccc(Br)cc2)[n+]([O-])c2ccccc2n1OCc1ccccn1	-1	1	37	100	0	0.2	-14	7	95
CCCC1=NCCn2cccc21	2	4	49	106	-1	3.0	-10	-10	107
COc1ccc(Cc2nnc(NC(=O)CSc3ccc(C)cc3)s2)cc1	-7	-2	-3	97	-9	1.4	-5	37	97
Cc1ccc(S(=O)(=O)N(C)C)cc1NC(=O)CSc1nc2ccccc2c(=O)n1CC1CCCO1 (stereo unspecified)	11	5	43	102	-44	-0.2	7	3	106
COc1ccccc1CN(Cc1nc2ccccc2c(=O)[nH]1)S(=O)(=O)c1ccc2ccccc2c1	10	-3	17	99	-9	-0.2	-3	3	97
COC(=O)N1C(=O)[C@](CC(C)C)(c2ccccc2)N1C(=O)OC	-7	-5	15	103	-8	-0.1	10	20	94
O=C(COc1ccccc1)N1CCNC1=O	10	1	-3	102	4	0.3	-6	8	99
CC(CNC(=O)CCC(=O)N1CCOc2ccccc21)c1ccccc1 (stereo unspecified)	-2	3	23	101	-34	-0.7	0	7	101
COc1ccc(-c2cc3c(=O)n(CC(=O)NCc4cccnc4)ncn3n2)cc1	-4	-4	20	99	-20	3.5	6	8	104
CCOc1nc(C)ccc1-c1noc(-c2ccccc2OC)n1	-8	-2	-5	96	-21	-2.9	-12	0	100
Cc1ccc(S(=O)(=O)N(CC(=O)N/N=C/c2cccc(C)c2)c2cccc3cccnc23)cc1	-10	6	-3	103	-13	-1.4	-3	9	100
CCc1ccc(CNC(=O)C(=O)NCC2CCCO2)cc1 (stereo unspecified)	-14	-9	-25	96	-4	0.2	-1	2	86
O=C(NCc1cccnc1)c1ccc(NC(=O)c2ccc([N+](=O)[O-])cc2)cc1	0	-5	10	97	-7	0.1	-10	9	97
CC(=O)c1ccc2c(ccc3ccccc32)c1	7	-9	-4	90	-6	-1.6	3	-6	90
COC(=O)C1=C(C(=O)OC)[C@@H]2N(C)c3ccc(OC)cc3[C@@]23C[C@@H](C(=O)OC)N(C(=O)c2cc(C)oc2C)C3=N1	x	3	x	105	x	-1.6	x	x	102
Nc1c2c(nc3ccc(Br)cc13)N(c1ccccc1)CC2	26	6	0	104	8	0.4	-1	3	117
CC1CCCC(C)N1C(=O)CSc1nnnn1Cc1ccccc1 (stereo unspecified)	-2	1	14	106	-8	-0.3	4	13	115
COc1ccc(N(CC(=O)N2CCCCCC2)S(=O)(=O)c2ccccc2[N+](=O)[O-])c(OC)c1	4	-2	22	99	-30	0.6	-4	-9	96
CCOc1ccc(/C(O)=C2/C(=O)C(=O)N(CC3CCCO3)C2c2cccs2)cc1 (stereo unspecified)	-3	3	-14	105	-18	-0.5	-9	22	105
Fc1cc(Br)ccc1NC(=S)NCCc1ccccc1	8	-4	9	98	-3	2.0	38*	6	90
O=C(NCCNC(=O)c1cc(OCC(F)(F)F)ccc1OCC(F)(F)F)Nc1ccccc1	-3	-2	-12	100	-21	-0.2	-10	15	107
O=C(NCC1CCCO1)c1ccc(N2CCCCC2)nc1 (stereo unspecified)	14	-1	22	97	-15	-0.2	-9	31	101
Cc1ccc(NC(=O)COC(=O)C2CCC(=O)N2)c([N+](=O)[O-])c1 (stereo unspecified)	2	-1	12	103	1	0.7	-2	4	98
O=C(COc1ccccc1O)N1CCN(C(=O)c2ccco2)CC1	4	6	-37	104	3	0.4	4	0	102
O=[N+]([O-])c1ccc(O)c2ncccc12	10	4	6	90	-10	-0.6	-9	158*	97
COc1cc(N2CCCC2)c(OC)cc1/C=C(/C#N)c1cccc(Br)c1	1	0	24	86	5	1.8	-2	-1	78
O=C(Nc1ccc(Cl)cc1)c1ccc(OC2CSC2)cc1	2	-2	0	86	14	-0.7	0	-14	93
CN(CC(=O)O/N=C(\N)c1ccccn1)S(=O)(=O)c1ccccc1	-2	1	26	102	6	0.5	10	0	108
CCOc1ccc(N2CC(C(=O)Nc3ccccc3N3CCCC3)CC2=O)cc1 (stereo unspecified)	6	3	-32	97	-34	0.1	-1	1	104
CC(=O)NC(Cc1ccccc1)C(=O)NC1CCN(C(=O)c2cnccn2)CC1 (stereo unspecified)	-3	11	11	115	-1	1.1	-11	22	112

Reprinted from the results shown (two entries):
SMILES	PfM18AAP inh	MEKK2 mut-MEK5	PHOSPHO1 inh	MEKK3 PB1 HTS	FID counter	OXTR agonist	GPR7 antag	NALP1 yeast inh	MEKK2 WT-MEK5
CCOc1ccc(N2CC(C(=O)Nc3ccccc3N3CCCC3)CC2=O)cc1 (stereo unspecified)	6	3	-32	97	-34	0.1	-1	1	104
CC(=O)NC(Cc1ccccc1)C(=O)NC1CCN(C(=O)c2cnccn2)CC1 (stereo unspecified)	-3	11	11	115	-1	1.1	-11	22	112

The listing picks up; the 5 compounds before the break are reprinted first.
SMILES	PfM18AAP inh	MEKK2 mut-MEK5	PHOSPHO1 inh	MEKK3 PB1 HTS	FID counter	OXTR agonist	GPR7 antag	NALP1 yeast inh	MEKK2 WT-MEK5
COc1cc(N2CCCC2)c(OC)cc1/C=C(/C#N)c1cccc(Br)c1	1	0	24	86	5	1.8	-2	-1	78
O=C(Nc1ccc(Cl)cc1)c1ccc(OC2CSC2)cc1	2	-2	0	86	14	-0.7	0	-14	93
CN(CC(=O)O/N=C(\N)c1ccccn1)S(=O)(=O)c1ccccc1	-2	1	26	102	6	0.5	10	0	108
CCOc1ccc(N2CC(C(=O)Nc3ccccc3N3CCCC3)CC2=O)cc1 (stereo unspecified)	6	3	-32	97	-34	0.1	-1	1	104
CC(=O)NC(Cc1ccccc1)C(=O)NC1CCN(C(=O)c2cnccn2)CC1 (stereo unspecified)	-3	11	11	115	-1	1.1	-11	22	112
CN=C(NC1CCCCC1)c1ccc([N+](=O)[O-])cc1	-1	4	29	97	-1	0.1	-21	0	102
Cc1cc(OCC(=O)NCCc2c[nH]c3ccccc23)c2c(C)cc(=O)oc2c1	-11	3	3	102	-25	2.4	13	22	103
Cc1cc2c(NCC(C)O)ncnc2s1 (stereo unspecified)	-5	2	x	97	2	-0.3	-9	x	94
O=[N+]([O-])c1ccc(-c2ccc(/C=N/Nc3nc(NCc4ccccc4)nc(N4CCOCC4)n3)o2)cc1	8	5	-26	99	-2	8.7	-14	-6	14*
Cc1cc(OCC(=O)NCCO)ccc1Cl	2	3	-1	103	-1	0.3	-4	16	108
CCCCNc1ccc(C(CC(N)=O)NC(=O)Cc2cccc3ccccc23)cc1[N+](=O)[O-] (stereo unspecified)	x	2	30	100	x	-1.2	x	x	101
CN(c1ccccc1)S(=O)(=O)c1ccc(NC(=S)Nc2ccccc2)cc1	3	4	4	99	0	0.2	-7	1	108
CC1CCCCC1NC(=O)CSc1nnnn1-c1ccccc1 (stereo unspecified)	6	6	-36	108	-15	-0.9	-6	1	109
